High-throughput results as filed in PubChem BioAssay.
BAP1 block = inhibitors of human BAP1 deubiquitinase; recombinant BAP1, Ub-AMC hydrolysis fluorescence kinetic; active compounds read low; activity remaining (% of control), % at 20 µM; 72,000 tested, 0.48% active;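 active = activity remaining at or below 50% of control, provided the compound also passes the data quality filters; inactive = the rest, including low values that fail the filters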;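 also: 100% = DMSO wells rate and 0% = substrate alone blank rate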
HePTP inh = inhibitors of human HePTP phosphatase. recombinant HePTP phosphatase activity, OD absorbance. P35236. 110,000 tested, 0.64% active. inhibition, % at 20 µM; in the data active = inhibition above about 50%;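 also: plate controls were vehicle for no effect and reference inhibitor for full effect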
Target sequence (P35236 whole entry, looked up): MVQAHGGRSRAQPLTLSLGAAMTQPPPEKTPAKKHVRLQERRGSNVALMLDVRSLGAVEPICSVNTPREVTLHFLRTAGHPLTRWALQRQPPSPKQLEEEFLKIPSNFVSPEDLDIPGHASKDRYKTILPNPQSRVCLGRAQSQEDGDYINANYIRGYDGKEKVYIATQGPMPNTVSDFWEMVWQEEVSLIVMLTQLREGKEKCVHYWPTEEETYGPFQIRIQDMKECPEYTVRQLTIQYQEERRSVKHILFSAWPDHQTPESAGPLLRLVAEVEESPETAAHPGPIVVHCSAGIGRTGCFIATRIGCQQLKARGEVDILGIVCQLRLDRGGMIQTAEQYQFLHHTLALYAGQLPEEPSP
Active calls of the source: *; x = no result given; & = joins results of further samples.

BAP1 block	HePTP inh	Structure
x	4	CCOC(=O)C1=C(C)N=c2s/c(=C\c3cc(OC)ccc3OC)c(=O)n2C1c1ccccc1Cl (stereo not drawn)
x	23	C=CCN1C(=O)/C(=C/c2ccc(I)o2)SC1=S
x	-15	CCCOC(=O)c1ccc(NC(=O)COc2ccc(OC)cc2)cc1
109	4	O=C(CSCC(=O)NCc1ccco1)NCc1ccco1
x	-7	Cc1ccc(CC2C(=O)N(c3ccc4ccccc4n3)C(=O)C2C)cc1 (stereo not drawn)
149	x	O=C(Nc1ccccc1I)c1cccc(C(=O)Nc2ccccc2I)c1
509	13	C1=C(c2ccc(-c3ccccc3)cc2)Nc2ncnn2C1c1ccco1 (stereo not drawn)
x	4	O=C(CSc1nnnn1-c1ccccc1)NN1C(=O)c2ccccc2C1=O
98	4	COCCN(C(=O)CNC(=O)c1cccs1)C(C(=O)NC1CCCC1)c1cccs1 (stereo not drawn)
106	6	CCOC(=O)N1CCC(NC(=O)CCc2c(C)nc3nc(C)nn3c2C)CC1
x	-9	COc1cc(NC(=O)c2oc3ccc(Cl)cc3c2C)ccc1NC(=O)c1ccco1
103	12	Cc1noc(C)c1COC(=O)c1ccccc1NC(=O)Cc1ccccc1
x	-5	O=S(=O)(O)c1c(O)cnc2ccccc12
x	-1	Cc1ccc(C(c2ccc(C)o2)c2cc(Br)cc([N+](=O)[O-])c2O)o1
99	4&7	O=S(=O)(Nc1ccc(S(=O)(=O)N2CCOCC2)cc1)c1ccccc1
122	8	Cc1ccc(S(=O)(=O)Nc2nsc(N)n2)cc1
x	14	COc1ccc(S(=O)(=O)N2CCN(Cc3cccc4ccccc34)CC2)cc1
x	-5	O=C(Nc1ccc(N2CCOCC2)cc1)C(c1ccccc1)c1ccccc1
59	-6	CCOC(=O)C1=C(CSc2nncn2C)NC(=O)NC1c1cc(OCC)ccc1OCC (stereo not drawn)
126	x	Cc1ccc(NC(=O)c2cccc(N3C(=O)CCC3=O)c2)c(C(=O)c2ccccc2)c1
116	6	COc1ccc(C2C(C(=O)OCC(=O)N3CCCCC3)CCC(=O)N2c2ccc(OC)cc2)cc1 (stereo not drawn)
60	1	CCN(CC)S(=O)(=O)c1ccc(Nc2nc3ccccc3n3nnnc23)cc1
73	8	O=S(=O)(NCC1CCCO1)c1ccc(S(=O)(=O)N2CCc3ccccc3C2)cc1 (stereo not drawn)
x	10	COc1ccc(C2CC(=O)C3=C(C2)Nc2ccccc2NC3c2cccc(Cl)c2)cc1 (stereo not drawn)
93	x	Clc1ccc(SCc2cn3cccnc3n2)cc1
56	x	CCOC(=O)C1=C(N)Oc2ccc3ccccc3c2C1c1cccc([N+](=O)[O-])c1 (stereo not drawn)
x	-2	O=C(NCC1CCCO1)c1sc2ccccc2c1Cl (stereo not drawn)
96	11	CCc1nc2ccccc2c(C(=O)OC2CCOC2=O)c1C (stereo not drawn)
x	-4	CCCCS(=O)CC(O)COC(C)C (stereo not drawn)
86	3&14	Cc1ccc(C(=O)Nc2ccc(O)c(C(=O)O)c2)o1
x	1	NS(=O)(=O)c1ccc(NS(=O)(=O)c2ccc(Br)cc2)cc1
51	16	CCc1ccccc1OCC(=O)NC1CCCC1
111	6	O=C(CSc1ccc2c(c1)OCCO2)NCC1CCCO1 (stereo not drawn)
110	3	CS(=O)(=O)NC1CCN(Cc2ccccc2)CC1
115	3	Cc1ccc(-c2nc(C3CCN(S(C)(=O)=O)CC3)no2)cc1
105	x	CCOc1ccccc1C1NC(=O)NC(C)=C1C(=O)OCCSCC (stereo not drawn)
118	4	O=c1c2cc3c(cc2[nH]c(=S)n1CCN1CCOCC1)OCO3
91	5	CCOC(=O)C1CCN(C(=O)Cn2cc(C(=O)c3ccco3)c3ccccc32)CC1
x	15	N#CCCN(C1CCCCC1)S(=O)(=O)c1ccc(Cl)cc1
86	9	Cc1ccc(CN2C(=O)CSc3ccc(C(=O)NCCN4CCOCC4)cc32)cc1
x	7	CCOCCOCN(C#N)c1nc(OC)nc(N(C)C)n1
72	-3	Cc1ccc(N(C(=O)C2CCCC2)C2C=CS(=O)(=O)C2)cc1 (stereo not drawn)
107	-2	COc1cc2c(cc1NC(=O)CN(C)Cc1nc3ccccc3c(=O)[nH]1)oc1ccccc12
x	8	COc1ccc(CCNS(=O)(=O)c2cccc([N+](=O)[O-])c2)cc1
x	-12	CCOc1ccc(N(CC(=O)Nc2c(C)cccc2C)S(=O)(=O)c2ccc(SC)cc2)cc1
98	3	CC(NC(=O)C1CCCCC1)C(c1cccs1)N1CCN(C)CC1 (stereo not drawn)
x	9	Clc1ccc(CN2CCN(/N=C/c3ccc(Br)s3)CC2)cc1
95	x	CCCCOc1ccc(S(=O)(=O)NCc2csc(C)n2)cc1
94	10&-9	O=C(Nc1ccncc1)c1cccc(F)c1
x	5	COc1ccc(/C(N)=N/OC(=O)c2ccc(Br)cc2)cc1
x	3	CCOC(=O)C1=C(C)OC(N)=C(C#N)C1c1c(C)nn(-c2ccccc2)c1Cl (stereo not drawn)
114	x	O=C(COc1ccccc1)NS(=O)(=O)c1ccccc1
x	11	Cc1ccc(C(=O)O/N=C(\N)c2cccnc2)cc1
92	10	CC(=O)Nc1ccc(C(=O)OCCC(C)C)cc1
x	-10	Cc1ccc(-c2[nH]n3c(=O)cc(-c4ccc([N+](=O)[O-])cc4)nc3c2C)cc1
x	-1	Cc1ccc(NC(=O)c2ccc(Cl)cc2)cc1Cl
x	-18	CN1CN=C2SC3(COC(c4cccc(Br)c4)OC3)C(=O)N2C1 (stereo not drawn)
x	-2	COc1ccc([N+](=O)[O-])cc1N1C(=O)C=CC1=O
x	-2	CC(C)Cc1nc(N2CCCCC2)c(C#N)c2c1CCC2
107	3	C(=C\c1ccccc1)/CSc1nnc(-c2cccnc2)n1Cc1ccco1

Next part
BAP1 block	HePTP inh	Structure
96	8&10	COc1ccc(CC(=O)N2CCOCC2)cc1OC
x	1	Cc1ccc(C(=O)NCCCNc2ccc([N+](=O)[O-])cc2)cc1
x	3	Cc1ccc(N=Cc2c(O)c([N+](=O)[O-])cc3oc4c(c23)CCCC4)cc1C
101	9	CCNCCNC(=O)c1c(O)c2ccccc2n(CC)c1=O
x	-11	COc1ccc(C2CC(=O)C3=C(C2)Nc2ccccc2NC3c2cccc(C)c2)cc1 (stereo not drawn)
x	4	CCN(CC)c1ccc(NS(=O)(=O)c2ccc(Cl)cc2)cc1
131	8	O=S(=O)(c1ccc(OCC(O)CN2CCN(c3ccccc3O)CC2)cc1)N1CCOCC1 (stereo not drawn)
88	-2	CCOC(=O)C1CCN(c2c(NCCN3CCN(c4ccccc4)CC3)c(=O)c2=O)CC1
109	7	CCC(=O)Nc1cccc(NC(=O)CSc2nnc(-c3ccc(NS(C)(=O)=O)cc3)n2C)c1
106	8	CCOc1ccc(C(=O)Nc2ccc(Cl)cn2)cc1Cl
98	6	CCCCNC(=O)c1ccc2c(c1)N(CC)C(=O)c1ccccc1S2(=O)=O
x	9	CC1(C)CC(=O)C2=C(C1)Nc1ccccc1N(C(=S)Nc1ccccc1)C2c1cccc([N+](=O)[O-])c1 (stereo not drawn)
x	2	CC(C)CC(=O)N1CCN(Cc2ccco2)CC1
x	-19	COc1c(Cl)cc(/C=C2/SC(=S)N(Cc3ccccc3)C2=O)cc1Cl
97	6	O=C(NC(NCc1ccccn1)(C(F)(F)F)C(F)(F)F)c1ccco1
63	4	Cc1c(CCC#N)c(N2CCCCC2)n2c(nc3ccccc32)c1C#N
x	-9	CCCCc1sc(-c2c(C#N)c(N)nc3c2CCCCC3)cc1[N+](=O)[O-]
x	-15	Cc1cc(C)c(C(=O)/C(=C/c2ccc(Cl)cc2)c2ccccc2)c(=O)[nH]1
104	2	CCCc1c(O)nc(SCC(=O)NCCc2ccc(OC)c(OC)c2)[nH]c1=O
x	6	CCCCNC(=O)c1ccc(C(=O)NCCCC)cc1
x	-7	Nc1c(Cl)cc2c(c1Oc1ccccc1)C(=O)c1ccccc1C2=O
93	8	NC(=O)C1CCN(CC(=O)Nc2ccccn2)CC1
102&105	7	O=C1C2C3CCCC3=C3CCCC3C2C(=O)N1c1ccc(F)cc1 (stereo not drawn)
95	6	O=C(Nc1nnc(-c2ccccc2)o1)c1nc2ccccc2s1
108	3	CCOC(=O)c1c(C)nc2c3ccccc3ccn12
156	6	COc1ccc(C2=CC(=O)OC3(CCCCC3)O2)cc1
96	9	COc1ccc(C(CNC(=O)c2cccc(N(C)C)c2)N2CCCC2)cc1 (stereo not drawn)
90	8	C=CCN1C2CCCC1CC(NC(=O)Nc1cccc(C(C)=O)c1)C2 (stereo not drawn)
x	-4	Cc1ccc(CN2CCN(/N=C/c3ccc(Br)s3)CC2)cc1
x	4	OCCNCCCOc1ccc(F)cc1
97	0	COC(=O)c1nc(NC(=O)C(C)C)n[nH]1
105	6	O=C(CNCCO)NC12CC3CC(CC(C3)C1)C2
52	4&-1	COc1ccc(-c2nc3ccccc3o2)cc1NC(=O)c1ccc(Br)o1
x	5	Cc1[nH]nc(-c2ccccc2)c1Sc1ccc(Cl)cc1
x	104*	O=C(O)c1cccc(N2C(=O)c3ccc(OCCOc4ccc5c(c4)C(=O)N(c4cccc(C(=O)O)c4)C5=O)cc3C2=O)c1
96	4	CCOC(=O)c1ccc(-n2c(C)nc3ccccc3c2=O)cc1
96&112	11&1	CCN=C1SC(CC(=O)Nc2ccc(N3CCOCC3)cc2)C(=O)N1CC (stereo not drawn)
83	-1	Cc1cccc(N2CCN(C(=O)n3ccnc3)CC2)c1C
x	4	Oc1c(Cl)cc(Cl)cc1/C=N/Nc1ncc(Br)cn1
82	0	CC(C)(C)NC(=O)CN(C(=O)c1ccc(CN2CCOCC2)o1)c1ccc2c(c1)OCCO2
104	4	CCN(CC)CCCN1C(=O)C(O)=C(C(=O)c2ccc(C)o2)C1c1ccc(C)o1 (stereo not drawn)
96	0	C=C(C)CSc1nc(N)c(C#N)c(-c2ccc(C)cc2)c1C#N
x	2	Cc1ccc(NC(=S)NC(=O)c2cccnc2)cc1Br
x	5	CCCCC1CCC(C(=O)NNC(N)=O)CC1 (stereo not drawn)

Among those listed so far, 16 have a Cl atom:
BAP1 block	HePTP inh	Structure
x	4	CCOC(=O)C1=C(C)N=c2s/c(=C\c3cc(OC)ccc3OC)c(=O)n2C1c1ccccc1Cl (stereo not drawn)
x	-9	COc1cc(NC(=O)c2oc3ccc(Cl)cc3c2C)ccc1NC(=O)c1ccco1
x	10	COc1ccc(C2CC(=O)C3=C(C2)Nc2ccccc2NC3c2cccc(Cl)c2)cc1 (stereo not drawn)
93	x	Clc1ccc(SCc2cn3cccnc3n2)cc1
x	-2	O=C(NCC1CCCO1)c1sc2ccccc2c1Cl (stereo not drawn)
x	15	N#CCCN(C1CCCCC1)S(=O)(=O)c1ccc(Cl)cc1
x	9	Clc1ccc(CN2CCN(/N=C/c3ccc(Br)s3)CC2)cc1
x	3	CCOC(=O)C1=C(C)OC(N)=C(C#N)C1c1c(C)nn(-c2ccccc2)c1Cl (stereo not drawn)
x	-1	Cc1ccc(NC(=O)c2ccc(Cl)cc2)cc1Cl
x	4	CCN(CC)c1ccc(NS(=O)(=O)c2ccc(Cl)cc2)cc1
106	8	CCOc1ccc(C(=O)Nc2ccc(Cl)cn2)cc1Cl
x	-19	COc1c(Cl)cc(/C=C2/SC(=S)N(Cc3ccccc3)C2=O)cc1Cl
x	-15	Cc1cc(C)c(C(=O)/C(=C/c2ccc(Cl)cc2)c2ccccc2)c(=O)[nH]1
x	-7	Nc1c(Cl)cc2c(c1Oc1ccccc1)C(=O)c1ccccc1C2=O
x	5	Cc1[nH]nc(-c2ccccc2)c1Sc1ccc(Cl)cc1
x	4	Oc1c(Cl)cc(Cl)cc1/C=N/Nc1ncc(Br)cn1
